# SW480 rerep = A quantitative high throughput screen for small molecules that induce DNA re-replication in SW480 colon adenocarcinoma cells; 340,000 tested, 1.8% active; AID 624297, 2012; SW480 DNA re-replication, Hoechst DNA content imaging, 48 h; Potency, µM (top dose mostly 46.1 µM), for the others: at the top dose re-replication activation, usual class: activators; further: potency means the concentration at half of the fitted maximal effect; % of control where 0% means no effect; nearly all actives have a fitted effect of over 55% in size
#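 Readout is total intensity of Hoechst-stained nuclei, excited at 405 nm and collected at 500-530 nm. Compound treatment lasted 48 hr at 37 C in 5% CO2 before staining.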
# ATXN2 expr inh = Primary qHTS for Inhibitors of ATXN expression. HEK-293 ATXN2-luciferase reporter, luminescence, 24 h. Potency, µM (top dose mostly 57 µM), for inactives: top-dose activity change, negative = inhibition, most hits filed as inhibitors. 360,000 tested, 0.72% active; further: potency means the concentration at half of the fitted maximal effect; on the % scale 0 is the no-effect control and ±100 the full control effect; nearly all actives have a fitted effect of over 55% in size
#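 ATXN2-luciferase reporter cells (luciferase flanked by upstream and downstream ATXN2 gene portions) were treated 24 h at 37 °C with compounds at up to 57 uM. SteadyGlo luminescence gave expression; GF-AFC fluorescence gave viability.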
# KB-3-1 cytotox = qHTS assay for MDR1-selective chemotherapeutics: Primary screen using the parental adenocarcinoma cell KB-3-1; KB-3-1 viability, CellTiter-Glo ATP luminescence, 72 h; Potency, µM (series often up to 46.1 µM), without a hit: top-dose activity change, negative = cytotoxic, most hits filed as cytotoxic; 400,000 tested, 1.4% active; further: potency means the concentration at half of the fitted maximal effect; on the % scale 0 is the no-effect control and ±100 the full control effect; nearly all actives have a fitted effect of over 60% in size
#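 KB-3-1 cells, DMEM (no phenol red) + 10% FBS; compound by pin transfer, 72 h, 37 °C. Readout: CellTiter-Glo luminescence after 10 min. Data normalized, curve-fitted.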
# WRN helicase inh = qHTS for Inhibitors of WRN Helicase; 360,000 tested, 0.46% active; WRN helicase unwinding, fluorescent forked duplex, kinetic; Potency, µM (doses to about 114 µM), for the others: at the top dose activity change, negative = inhibition, usual class: inhibitors; AID 651768, 2012; Bifunctional 3'-5' exonuclease/ATP-dependent helicase WRN (Homo sapiens), Q14191; further: potency means the concentration at half of the fitted maximal effect; on the % scale 0 is the no-effect control and ±100 the full control effect; nearly all actives have a fitted effect of over 55% in size
# Target sequence (Q14191 whole entry, looked up): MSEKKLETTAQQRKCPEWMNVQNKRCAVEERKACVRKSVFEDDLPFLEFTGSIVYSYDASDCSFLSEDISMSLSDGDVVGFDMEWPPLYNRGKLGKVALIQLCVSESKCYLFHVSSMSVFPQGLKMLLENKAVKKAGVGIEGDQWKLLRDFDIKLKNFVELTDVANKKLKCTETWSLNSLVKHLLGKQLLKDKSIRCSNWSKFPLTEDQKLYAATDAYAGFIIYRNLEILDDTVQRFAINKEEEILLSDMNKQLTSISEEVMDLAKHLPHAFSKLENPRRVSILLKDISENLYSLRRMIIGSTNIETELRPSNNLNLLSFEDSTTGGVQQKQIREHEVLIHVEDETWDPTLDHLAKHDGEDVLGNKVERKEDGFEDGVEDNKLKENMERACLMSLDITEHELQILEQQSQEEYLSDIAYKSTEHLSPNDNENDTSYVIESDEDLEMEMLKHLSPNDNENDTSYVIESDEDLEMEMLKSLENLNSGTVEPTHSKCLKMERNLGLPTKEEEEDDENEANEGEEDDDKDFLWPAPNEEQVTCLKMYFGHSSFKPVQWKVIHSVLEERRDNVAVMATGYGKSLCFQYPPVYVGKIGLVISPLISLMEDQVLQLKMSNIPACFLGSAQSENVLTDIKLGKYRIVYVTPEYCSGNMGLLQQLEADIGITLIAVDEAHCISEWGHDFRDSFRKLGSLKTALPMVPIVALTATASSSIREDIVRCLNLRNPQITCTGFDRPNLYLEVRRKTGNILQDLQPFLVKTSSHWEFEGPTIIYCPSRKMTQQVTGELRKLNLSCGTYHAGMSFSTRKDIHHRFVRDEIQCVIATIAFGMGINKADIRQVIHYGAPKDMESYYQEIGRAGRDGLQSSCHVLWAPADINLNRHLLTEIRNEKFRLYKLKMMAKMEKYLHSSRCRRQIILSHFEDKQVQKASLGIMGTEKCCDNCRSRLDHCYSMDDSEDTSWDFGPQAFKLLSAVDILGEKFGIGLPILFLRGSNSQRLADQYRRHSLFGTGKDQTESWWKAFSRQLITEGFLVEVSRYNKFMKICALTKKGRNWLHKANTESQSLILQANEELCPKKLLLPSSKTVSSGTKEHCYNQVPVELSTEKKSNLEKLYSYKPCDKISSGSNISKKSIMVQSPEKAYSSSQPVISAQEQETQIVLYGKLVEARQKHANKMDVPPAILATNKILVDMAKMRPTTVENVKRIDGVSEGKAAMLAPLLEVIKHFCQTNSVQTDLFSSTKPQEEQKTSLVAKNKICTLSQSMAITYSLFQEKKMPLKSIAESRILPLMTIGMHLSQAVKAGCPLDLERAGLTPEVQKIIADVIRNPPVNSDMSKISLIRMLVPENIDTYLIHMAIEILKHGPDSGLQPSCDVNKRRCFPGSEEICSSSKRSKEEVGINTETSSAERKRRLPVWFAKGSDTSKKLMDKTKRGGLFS
#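 Primary qHTS, 1536-well format. 20 nM WRN + compound, 15 min RT; start with 100 nM forked fluorophore/quencher duplex, 2 mM ATP (final); kinetic read ex 525/em 598 nm.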
# MCF10A rerep = A quantitative high throughput screen for small molecules that induce DNA re-replication in MCF 10a normal breast cells; MCF 10A DNA re-replication, Hoechst nuclear intensity, 48 h; Potency, µM (top dose mostly 46.1 µM), for inactives: at the highest dose activity, positive = re-replication, usual class: activators; 350,000 tested, 2.9% active; AID 624296, 2012; further: potency means the concentration at half of the fitted maximal effect; % of control where 0% means no effect; nearly all actives have a fitted effect of over 50% in size
# KB-V1 MDR tox = qHTS assay for MDR1-selective chemotherapeutics: Primary screen using the drug-selected MDR subline cells KB-V1 | Potency, µM (titrated, usually from 46.1 µM), without a hit: at the highest dose activity change, negative = cytotoxicity, hits mostly cytotoxic | AID 1347076, 2019 | KB-V1 MDR cells viability, CellTiter-Glo, 72 h | 400,000 tested, 3.4% active; further: potency means the concentration at half of the fitted maximal effect; on the % scale 0 is the no-effect control and ±100 the full control effect; nearly all actives have a fitted effect of over 60% in size
#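 In this primary screen, KB-V1 cells overexpressing P-gp are incubated with library compounds (lowest to highest concentration) for 72 h at 37 degrees C before a luminescent ATP viability read.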
# HT1080-NT tox = qHTS for induction of synthetic lethality in tumor cells producing 2HG: qHTS for the HT-1080-NT fibrosarcoma cell line | HT-1080-NT fibrosarcoma viability, CellTiter-Glo ATP luminescence, 48 h | Potency, µM (highest dose often 46.1 µM), without a hit: at the highest dose activity, negative = less viability, usual class: cytotoxic | 360,000 tested, 1.6% active | AID 686970, 2013;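 further: NT is the 2HG producing partner of a matched IDH1 knockdown line; potency means the concentration at half of the fitted maximal effect; 0% = DMSO-treated cells and -100% = media-only wells without cells; nearly all actives have a fitted effect of over 55% in size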
#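 Viability of the 2HG-overproducing fibrosarcoma line after 48 hours of compound exposure at 37 degrees C was determined by luminescence with CellTiter-Glo, and concentration-effect curves were then fitted and categorized.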
# HT1080 IDH1KD tx = qHTS for induction of synthetic lethality in tumor cells producing 2HG: qHTS for the HT-1080-IDH1KD cell line; HT-1080 IDH1 knockdown viability, ATP luminescence, 48 h; Potency, µM (titrated, usually from 46.1 µM), for inactives: at the highest dose activity, negative = toxicity, most hits filed as cytotoxic; 360,000 tested, 2% active;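 further: potency means the concentration at half of the fitted maximal effect; 0% = DMSO wells and -100% = cell-free medium wells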
#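 Using the IDH1-knockdown HT-1080 line run in the same batch and compound series as the NT line, viability after 48 h at 37 °C was determined by CellTiter-Glo luminescence and expressed as % activity.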
# IL-1B inflam inh = qHTS for Inhibitors of Inflammasome Signaling: IL-1-beta AlphaLISA Primary Screen; activity change, % at 57.5 µM; THP-1 LPS/ATP IL-1B secretion, AlphaLISA, 16 h; active compounds read low; 360,000 tested, 4.7% active; in the data active means activity change below about -50%; inconclusive means mostly about -30% to -49%; further: on the % scale 0 is the no-effect control and ±100 the full control effect
#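 THP-1 cells pretreated 1 hr with compounds (up to 57.5 uM final), then stimulated with LPS (250 ng/mL final) plus ATP (1.25 mM final); secreted IL-1B measured by AlphaLISA after 16 hr, decreased signal indicating inhibition.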
# Active calls of the source: *; ? = inconclusive; · = not tested or not shown; [ ] = dose if it differs, or a comment. Unless noted, the call rests on the fitted dose curve; in most records, active means well fitted curve in the direction sought with a large enough effect; inconclusive means small, poorly fitted or top-dose-only effect, or another doubt; inactive means no such curve, though single readings can be large; an effect the other way counts as inactive or inconclusive. Outcome played no part in choosing rows; about 12% have a hit in one of these screens.
SMILES,SW480 rerep,ATXN2 expr inh,KB-3-1 cytotox,WRN helicase inh,MCF10A rerep,KB-V1 MDR tox,HT1080-NT tox,HT1080 IDH1KD tx,IL-1B inflam inh
Cc1cc(=O)n2nc(N3CCCC(C(=O)NCCCN4CC(C)CC(C)C4)C3)sc2n1 (stereo not drawn),-20%,-17%,6%,-9%,5%,?,15%,-1%,0
COc1ccc(NC(=O)C(c2ccncc2)n2c(=O)c(-c3ccco3)nc3ccccc32)cc1 (stereo not drawn),·,·,22%,-9%,·,-4%,-25%,?,-23
COc1ccc(Oc2nc3c(c(=O)n(C)c(=O)n3C)n2Cc2ccccc2)cc1,-6%,7%,-20%,-4%,1%,?,17%,20%,38
CC1(C(=O)O)CCCN(C(=O)/C=C/c2ccccc2)C1 (stereo not drawn),·,2%,0%,-5%,·,3%,3%,17%,17
Oc1ccc(/C=N/Nc2ncc(Br)cn2)c(O)c1,?,?,?,-20%,?,2%,-22%,?,83
O=C(Nc1nccs1)C(=O)c1c[nH]c2ccccc12,-1%,73%[activator],1%,-2%,23%,3%,-6%,-13%,38
CC(C)=CCC/C(C)=C/C=N/NC(=O)c1ccc([N+](=O)[O-])cc1,10%,?,9%,1%,?,?,-4%,-23%,10
COc1cc(OC)cc(-n2nnnc2SCC(=O)NCCc2ccc(OC)c(OC)c2)c1,1%,2%,-2%,1%,1%,-27%,-1%,2%,-13
c1ccc(Cn2nnnc2C(c2cccs2)N2CCCCCC2)cc1 (stereo not drawn),-5%,-7%,-16%,-8%,-3%,16µM*,0%,-6%,-14
COCC1CCN(C(=O)c2ccc3oc(Cc4ccccc4)nc3c2)C1 (stereo not drawn),?,31%[activator],0%,-16%,-1%,18%,10%,7%,-11
N#CCCN(C(=O)CN1CCN(S(=O)(=O)c2ccc3c(c2)OCCO3)CC1)c1ccc(F)cc1,0%,5%,4%,-3%,0%,?,5%,-7%,1
CCC1CCCCN1C(=O)CCc1nnc(C2CCCCC2)o1 (stereo not drawn),-2%,39%[activator],-2%,-1%,4%,-29%,4%,1%,-16
CCc1cccc(NC(=O)Cc2ccc([N+](=O)[O-])cc2)c1,1%,-21%,3%,5%,4%,?,-12%,-8%,4
CCn1c(-c2csc(-c3ccc(Cl)cc3)n2)n[nH]c1=S,-1%[9.22 µM],2%,23%,-1%,0%,21%,?,7%,-11
CCC(=O)NC(=S)NNC(=O)c1ccc(OC)cc1,-3%,?,6%,9%,-9%,?,-22%,?,56
O=C(C1=C[C@H](c2ccc(C(F)(F)F)cc2)C[C@H](OCc2ccc(CO)cc2)O1)N1CCN(Cc2ccccc2)CC1,?,?,-16%,-8%,?,?,-29%,?,-80*
Cc1oc(C(C)(C)C)cc1C(=O)Nc1ccc(N2CCOCC2)cc1,-1%,45%[activator],3%,0%,0%,-19%,-19%,-9%,?
Nc1nonc1-n1nnc(C(=O)N/N=C/c2ccccc2O)c1CN1CCCC1,-6%,?,?,-1%,12%,?,?,15µM*,67
COC(=O)c1ccc(C)c(NS(=O)(=O)c2ccc(NC(C)=O)cc2)c1,?,-1%,1%,-18%,?,16%,?,?,51
O=C(Nc1nnc(C2CC2)s1)C1Cc2ccccc2CN1S(=O)(=O)c1ccccc1F (stereo not drawn),?,43%[activator],-12%,-18%,8%,?,?,13µM*,-19
COc1ccc(CCNC(=O)c2cc3c(=O)n4cccc(C)c4nc3s2)cc1OC,-13%,5%,10%,3%,-18%,2%,25%,10%,23
O=C1COc2ccc(C(=O)NCc3ccc4c(c3)OCO4)cc2N1,-4%,-11%,0%,-9%,10%,-6%,1%,-3%,37
CN1CCN(CCOc2ccc(Cl)c(Cl)c2)CC1,-2%,1%,-2%,?,?,-24%,-12%,-17%,7
S=C(Nc1cccc(Br)c1)N1CCn2cccc2C1c1cccnc1 (stereo not drawn),22%,·,20%,-8%,?,?,-4%,-25%,0
Cc1cc(=O)[nH]c(N2CCN(c3ccc(Cl)cc3)CC2)n1,5%,-15%,-22%,0%,3%,-24%,17%,9%,26
CC1CCCN(C(=O)c2cc3ccccc3cc2O)C1 (stereo not drawn),-1%,1%,-8%,1%,-29%,20%,5%,-2%,2
COc1ccc(N2CCN(C3CCCCC3NS(=O)(=O)c3ccccc3)CC2)cc1 (stereo not drawn),-19%,-7%,-10%,-4%,4%,-8%,-7%,0%,0
CC(=O)c1ccc(Nc2ccc(-c3ccccc3F)nn2)cc1,?,60%[activator],?,-7%,?,-14%,-2%,-13%,87
O=C(N/N=C/c1cc(Br)c(O)c(Br)c1O)c1ccc2c(c1)OCCO2,?,?,?,-8%[11.6 µM],19%,?,?,?,66
O=C(CSc1nnc(Cc2cccs2)n1Cc1ccco1)Nc1cccc(Cl)c1,-2%,-10%,-8%,-17%,6.5µM*,?,1%,1%,-9
CCCn1nnnc1NCc1ccccc1Cl,-5%,·,6%,16%,8%,7%,-1%,7%,0
COc1ccc(S(=O)(=O)NCC2CCCO2)cc1Cl (stereo not drawn),-5%,7%,23%,-6%,9%,18%,0%,8%,29
CC(C)CCNC(=O)C1(C)CCN1Cc1ccc(-c2ccccn2)cc1 (stereo not drawn),·,-38%,-4%,-2%,·,-17%,-17%,-9%,-8
Cc1ccccc1NC(=S)NCc1ccccc1,1%,-3%,4%,-3%,-4%,-17%,10%,12%,0
CC(=O)NC(C)C(=O)OCc1ccc(Cl)cc1Cl (stereo not drawn),0%,4%,20%,11%,0%,2%,12%,16%,31
COc1ccc(OC)c(S(=O)(=O)Nc2ccc3c(c2)C(=O)OC3)c1,13%,-6%,-2%,5%,10%,1%,18µM*,21µM*,14
CCOCCn1c2ccccc2c2nc3ccccc3nc21,4%,15%,?,-2%,?,-19%,0%,-1%,?
Cc1ccc(C2C3=C(CC(C)(C)CC3=O)Nc3onc(C)c32)cc1 (stereo not drawn),-6%,-6%,4%,-9%,1%,39%,-13%,-12%,-28
O=C(Nc1ccon1)c1cc2c(s1)CCCCCC2,-1%,29%,-3%,-3%,?,1%,-4%[9.24 µM],-1%,0
CCN1C(=O)C(O)(CC(=O)c2cc(C)ccc2C)c2ccccc21 (stereo not drawn),13%,-15%,0%,-8%,12%,7%,0%,0%,13
Cc1ccc(C)c(SCC(=O)NC(=O)NC2CCCC2)c1,-9%,-10%,4%,-9%,-8%,-30%,-3%[9.24 µM],-1%,30
Cn1c(CNC(=O)c2ccco2)nnc1SCC(=O)Nc1ccc(Cl)cc1,-39%[inhibitor],-10%,-22%,2%,?,8%,?,?,-2
CSCCNC(=O)c1ccc2nc(Cc3ccccc3F)oc2c1,3%,49%[activator],1%,-3%,5%,1%,-10%,-28%,-15
CC(/C=N/NC(=O)c1ccncc1)=C\c1ccccc1,1%,8%,11%,-13%,-22%,2%,-1%,?,-5
CCc1ccc(OCC(=O)Nc2ccc(-c3cc4ccccc4oc3=O)c(OC)c2)cc1,2.3µM*,-18%,?,-6%,-37%[inhibitor],?,?,?,7
CSc1ccc(-c2nc(O)c3cnccn23)cc1,-3%,-2%,11%,-6%,-4%,-1%,5%,13%,18
COc1ccccc1NS(=O)(=O)c1ccc(C(=O)NCC(c2cccs2)N2CCOCC2)cc1 (stereo not drawn),-12%,·,-13%,5%,-1%,?,3%,-3%,7
COc1cccc(CNS(=O)(=O)c2cc(-c3cc(C)no3)ccc2C(C)C)c1,17%,?,-13%,-11%,18%,?,-16%,?,-24
Cc1cc(S(=O)(=O)N2CCN(C(=O)c3ccco3)CC2)ccc1F,3%,17%,-1%,-12%,2%,?,3%,-12%,3
CCOc1ccc(CCNC(=O)COC(=O)COc2cc(C)cc(C)c2)cc1OCC,-47%[inhibitor],-5%,5%,5%,6%,23%,0%,5%,8
# (listing goes on)
SMILES,SW480 rerep,ATXN2 expr inh,KB-3-1 cytotox,WRN helicase inh,MCF10A rerep,KB-V1 MDR tox,HT1080-NT tox,HT1080 IDH1KD tx,IL-1B inflam inh
CCOC(=O)C1=C(c2ccccc2)NC(=O)NC1c1ccc(N(C)C)cc1 (stereo not drawn),1%,-13%,-1%,0%,17%,-11%,10%,7%,0
CC(C)C[C@H]1CN(CCCC[C@@H]2CNC(=O)C(=O)N2Cc2ccccc2)C(=O)C(=O)N1CCc1ccc(O)cc1,·,6%,10%,-12%,·,?,25%,16%,-9
CCCCNc1nc(Nc2ccc(C)c(Cl)c2)c2cnn(C)c2n1,?,-25%,1%,-6%,?,-6%,?,-23%,-66*
CCOC(=O)C1=C(CC)Nc2ccccc2N=C1NC(=O)c1ccc(OC)c(S(=O)(=O)N2CCCCC2C)c1 (stereo not drawn),8%,-33%,-4%,3%,3.7µM*,?,-2%,-26%,?

# Part of the list above in a different format:
structure | SW480 rerep | ATXN2 expr inh | KB-3-1 cytotox | WRN helicase inh | MCF10A rerep | KB-V1 MDR tox | HT1080-NT tox | HT1080 IDH1KD tx | IL-1B inflam inh
c1ccc(Cn2nnnc2C(c2cccs2)N2CCCCCC2)cc1 (stereo not drawn) | -5% | -7% | -16% | -8% | -3% | 16µM* | 0% | -6% | -14
COCC1CCN(C(=O)c2ccc3oc(Cc4ccccc4)nc3c2)C1 (stereo not drawn) | ? | 31%[activator] | 0% | -16% | -1% | 18% | 10% | 7% | -11
N#CCCN(C(=O)CN1CCN(S(=O)(=O)c2ccc3c(c2)OCCO3)CC1)c1ccc(F)cc1 | 0% | 5% | 4% | -3% | 0% | ? | 5% | -7% | 1
